DNA Pol III inh = qHTS Assay for Inhibitors of DNA Polymerase III Holoenzyme System; reconstituted DNA polymerase III holoenzyme replication, biochemical; Potency, µM (top dose mostly 57.1 µM), for the others: at the highest dose activity change, negative = inhibition; 71,000 compounds, 0.25% hits; AID 603, 2007; also: potency is read from the fitted curve at half-maximal effect; % is scaled to controls: 0 for no effect and ±100 for the full control effect
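Reconstituted *E. coli* holoenzyme (0.35 nM Pol III, 1 nM beta, 154 nM SSB, 2 nM primase) was preincubated with compound for 15 min at RT. Synthesis on 1.4 nM ssM13Gori ran 35 min, then was stopped with PicoGreen/EDTA and read as dsDNA fluorescence.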
Fluorescein autfl = qHTS Assay for Spectroscopic Profiling in Fluorescein Spectral Region; Compound autofluorescence, 480/540 nm, fluorescein-equivalent; stronger effect = higher value; max fluorescein-equivalent concentration, M; 59,000 compounds, 0.91% hits; AID 593, 2007; in the data active = max fluorescein-equivalent concentration above about 10 nM; inconclusive = between about 1.1 nM and that limit
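In this qHTS profile, compound fluorescence was measured with a 480 nm/540 nm filter pair following a 15-min room-temperature incubation in 100 mM Tris (pH 8.0). A six-point fluorescein series on each plate served for normalization.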
UbGFP stabilizer = Ubiquitin-GFP Assay; Ubiquitin-GFP reporter cells, proteasome inhibition, GFP fluorescence; response scale: untreated = 0%, 10 µM MG-132 = 100%; Potency, µM (top dose mostly 45.9 µM), inactives show at the highest dose activation (GFP accumulation), most hits filed as activators; 67,000 tested, under 10 active; AID 526, 2006; active = well fitted activation curve with a large enough effect, not every such curve was filed as active; inconclusive = small, poorly fitted or top-dose-only effect, or another doubt; inactive = no such curve, though single readings can be large or run the other way; also: potency is read from the fitted curve at half-maximal effect
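U2OS Ub(G76V)-GFP reporter; O/N plating, 0.5% FBS; cpd 46 uM–2.9 nM, 4 h, 37 °C; GFP+ cell count, 488/515 nm; norm. to basal vs 10 uM MG-132; CRC fit.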
HADH2 inhib = qHTS Assay for Inhibitors of HADH2 (Hydroxyacyl-Coenzyme A Dehydrogenase, Type II); recombinant HADH2, NADH fluorescence, beta-hydroxybutyryl-CoA; Potency, µM (highest dose often 57.1 µM), for the others: top-dose activity change, negative = inhibition, most hits filed as inhibitors; AID 886, 2007; 3-hydroxyacyl-CoA dehydrogenase type-2 (Homo sapiens), Q99714; 73,000 compounds, 3.4% hits; also: potency is read from the fitted curve at half-maximal effect; % is scaled to controls: 0 for no effect and ±100 for the full control effect; nearly all actives have a fitted effect of over 60% in size; many of its hits are not listed in these tables
Target sequence (Q99714 whole entry, looked up, one chain of several): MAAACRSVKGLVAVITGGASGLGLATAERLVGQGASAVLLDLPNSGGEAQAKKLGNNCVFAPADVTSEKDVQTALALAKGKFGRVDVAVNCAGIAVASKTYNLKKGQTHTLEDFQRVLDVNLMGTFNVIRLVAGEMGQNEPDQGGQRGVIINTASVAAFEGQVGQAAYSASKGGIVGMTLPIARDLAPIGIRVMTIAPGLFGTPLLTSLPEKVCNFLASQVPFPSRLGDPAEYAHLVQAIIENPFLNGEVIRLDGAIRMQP
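NADH fluorescence (ex 360/em 450 nm) read every 30 s for 4 min; activity taken as last-minus-first time point difference. Enzyme 20 nM, NAD+ 1 mM, beta-hydroxybutyryl-CoA 90 uM, pH 9.0 Tris buffer.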
15-hLO inh = qHTS Assay for Inhibitors of 15-hLO (15-human lipoxygenase); AID 887, 2007; 74,000 compounds, 1.4% hits; Potency, µM (titrated, usually from 57.1 µM), without a hit: top-dose activity change, negative = inhibition, actives largely listed as inhibitors; purified 15hLO-1, xylenol orange hydroperoxide absorbance; Polyunsaturated fatty acid lipoxygenase ALOX15 (Homo sapiens), P16050; also: potency is read from the fitted curve at half-maximal effect; % is scaled to controls: 0 for no effect and ±100 for the full control effect; nearly all actives have a fitted effect of over 55% in size
Target sequence (P16050 whole entry, looked up): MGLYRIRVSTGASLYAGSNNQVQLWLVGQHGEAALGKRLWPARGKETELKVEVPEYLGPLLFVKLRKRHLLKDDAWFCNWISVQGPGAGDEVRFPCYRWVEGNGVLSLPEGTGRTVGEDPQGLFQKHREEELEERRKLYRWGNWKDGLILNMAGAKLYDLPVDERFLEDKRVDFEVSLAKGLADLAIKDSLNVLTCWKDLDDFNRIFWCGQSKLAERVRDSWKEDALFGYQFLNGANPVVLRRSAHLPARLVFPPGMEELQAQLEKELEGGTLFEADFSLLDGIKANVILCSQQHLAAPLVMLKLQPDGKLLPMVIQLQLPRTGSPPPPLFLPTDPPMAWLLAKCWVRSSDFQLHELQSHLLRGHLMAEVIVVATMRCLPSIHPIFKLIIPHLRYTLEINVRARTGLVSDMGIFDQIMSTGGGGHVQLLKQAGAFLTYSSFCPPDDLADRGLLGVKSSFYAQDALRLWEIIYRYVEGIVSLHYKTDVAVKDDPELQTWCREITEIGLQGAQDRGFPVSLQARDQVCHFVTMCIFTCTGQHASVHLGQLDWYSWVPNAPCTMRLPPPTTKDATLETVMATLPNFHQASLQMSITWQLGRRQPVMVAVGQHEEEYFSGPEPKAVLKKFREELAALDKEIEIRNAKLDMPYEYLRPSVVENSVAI
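Hydroperoxide formed from arachidonic acid (50 uM) by purified human 15hLO-1 (40 nM) oxidizes ferrous iron, and the ferric-xylenol orange complex is read at 573 versus 405 nm. Compounds were preincubated 15 min; reaction ran 6 min at room temperature.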
Texas Red fluor = qHTS Assay for Spectroscopic Profiling in Texas Red Spectral Region; Compound fluorescence, Texas Red channel, 547/618 nm; stronger effect = higher value; max dye-equivalent concentration, M; 59,000 compounds, 0.06% hits; AID 587, 2007; in the data active = max dye-equivalent concentration above about 10 nM; inconclusive = between about 1.1 nM and that limit
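Pin-transferred compounds and Texas Red standards go into 100 mM Tris buffer, pH 8.0. After 15 min at room temperature, plates are imaged with 547/618 nm filters. Each value is a dye-equivalent concentration derived from the per-plate dye curve.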
4MU fluor = qHTS Assay for Spectroscopic Profiling in 4-MU Spectral Region. compound autofluorescence, 340/450 nm, 4-MU equivalents; stronger effect = higher value. max dye-equivalent concentration, M. 59,000 compounds, 11% hits. AID 589, 2007; in the data active = max dye-equivalent concentration above about 10 nM; inconclusive = mostly about 1.1 nM to 9.6 nM
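Compounds in 100 mM Tris, pH 8.0, sat 15 min at room temperature before fluorescence was read at 340 nm excitation/450 nm emission; a per-plate six-point 4-MU standard curve converted signals to dye-equivalent concentration at each compound concentration.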
Hsp90 Hop PPI = qHTS Assay for Disrupters of an Hsp90 Co-Chaperone Interaction. Hsp90 C-terminal peptide / TPR2A (Hop) interaction, human. AlphaScreen TPR2A-His6 binding biotin-Hsp90 C-terminal peptide. Potency, µM (titrated, usually from 57 µM), for the others: at the top dose activity change, negative = inhibition. 71,000 compounds, 0.44% hits. AID 595, 2007; active = well fitted curve in either direction with a large enough effect; inconclusive = small, poorly fitted or top-dose-only effect, or another doubt; also: potency is read from the fitted curve at half-maximal effect; % is scaled to controls: 0 for no effect and ±100 for the full control effect; many of its hits are not listed in these tables
HBB splicing = qHTS Assay for Modulators of Hemoglobin Beta Chain Splicing. HBB splicing reporter cell assay, activation; EGFP reporter with mutant IVS2-654 intron; response scale: normalised to 500 nM splice-correcting PNA. Potency, µM (series often up to 46.1 µM), for the others: at the highest dose activation, hits mostly activators. 65,000 compounds, 0.06% hits. AID 925, 2007; also: potency is read from the fitted curve at half-maximal effect; 0% is about no effect
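Compounds were applied for 2 days to HeLa EGFP-654 cells, 500/well in Optimem with 2% FCS. The reporter's EGFP is disrupted by mis-splicing of beta-globin intron IVS2-654. Readout: summed well GFP fluorescence from 488 nm laser scanning; reference was 500 nM antisense […] 654 PNA.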
Rhodamine autofl = qHTS Assay for Spectroscopic Profiling in Rhodamine Spectral Region; Rhodamine-region fluorescence, 547/598 nm, Tris buffer; stronger effect = higher value; max dye-equivalent concentration, M; 59,000 compounds, 0.05% hits; in the data active = max dye-equivalent concentration above about 11 nM; inconclusive = between about 1.1 nM and that limit
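A six-point rhodamine series on each plate calibrates the signal. Compounds sit in 100 mM Tris (pH 8.0) for 15 min at ambient temperature before imaging through 547 nm/598 nm filters.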
Epigenetic mod = qHTS Assay for Epigenetic Modulators; Potency, µM (highest dose often 46.1 µM), for the others: top-dose GFP derepression (activation); mouse C127i GFP locus derepression, cytometry, 30 h; 68,000 compounds, 0.09% hits; also: % of control where 0% means no effect
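Derepression screen: silenced CMV-GFP reporter in murine C127i cells, 30 h compound incubation at 37 C, washed cells imaged by laser-scanning cytometer to enumerate GFP-expressing objects of 20 to 120 um.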
* = called active by the depositor; i = inactive; ? = inconclusive; / = not tested or not shown; [ ] = dose if it differs, or a comment. Unless noted, calls follow the shape of the dose curve; as a rule, active = well fitted curve in the direction sought with a large enough effect; inconclusive = small, poorly fitted or top-dose-only effect, or another doubt; inactive = no such curve, though single readings can be large; an effect the other way counts as inactive or inconclusive. This is a subset, so the mix of outcomes need not match the whole.

SMILES	DNA Pol III inh	Fluorescein autfl	UbGFP stabilizer	HADH2 inhib	15-hLO inh	Texas Red fluor	4MU fluor	Hsp90 Hop PPI	HBB splicing	Rhodamine autofl	Epigenetic mod
Cc1cc(C)nc(NC(=O)COc2ccc(Cl)cc2)c1	1%[11.4 µM]	i	-2%[9.17 µM]	-6%[11.4 µM]	5%[11.4 µM]	i	i	-3%[11 µM]	4.6%[9.22 µM]	i	0%[9.22 µM]
CC(C)(C)c1ccc(OCc2nc(-c3ccccn3)no2)c(Br)c1	-16%	i	4%	9%	-4%	i	i	?	-0.7%	i	0%
CCOc1nc(C)ccc1-c1noc(C)n1	-2%	?	/	-1%	6%	i	i	-1%	6.6%[0.369 µM]	i	0%
CC(C)c1nc(SCC(=O)NCc2ccc3c(c2)OCO3)c2c(=O)n(C)c(=O)n(C)c2n1	7%	/	12%	-6%	2%	/	/	1%	0.3%	/	/
O=C(Nc1ccccn1)C1(c2ccccc2)CCCC1	2%[11.4 µM]	/	11%[9.17 µM]	4%[11.4 µM]	0%[11.4 µM]	/	/	0%[11 µM]	-0.2%[0.0738 µM]	/	-2%
COc1ccc(C(=O)NCCCCCC(=O)O)cc1OC	/	?	/	/	/	i	i	/	/	i	8%[20.6 µM]
CN1CCN(C(=O)c2cnn3c(C(F)F)cc(C4CC4)nc23)CC1	3%	i	9%	-1%	1%	i	?	-6%	-0.9%	i	-3%
CC(=O)N1CCN=C1SCc1ccc(Cl)cc1	-1%	/	-15%	7%	6%	/	/	3%	0.1%	/	-3%
C=C1Cn2c(nnc2-c2ccc(Cl)cc2)S1	2%	/	-6%	-9%	0%	/	/	-4%[2.3 µM]	-0.5%	/	/
COc1ccc(-c2nc(CS(=O)CC(=O)NCCCN3CCCC3)c(C)o2)cc1OC (stereo unspecified)	0%	i	-6%	-11%	-6%	i	i	?	-3.9%	i	-2%
Cc1cccc(OCC(=O)N2CCC(N3CCCCCC3)CC2)c1	/	?	/	/	/	i	i	/	/	i	6%[20.6 µM]
CC(=O)O[C@@H]1C[C@]2(C)[C@H](C[C@@H](O)[C@H]3[C@@]4(C)CC[C@@H](O)[C@@H](C)[C@@H]4CC[C@@]32C)/C1=C(\CCC=C(C)C)C(=O)O	-8%	i	-2%	2%	1%	i	i	-5%	0.3%	i	-3%
CCCc1cc(=O)n2[nH]c(C)cc2n1	-1%	i	-3%	14%	13%	?	i	-2%	-0.3%	i	4%
COc1ccccc1CNc1ncnc2c1nnn2Cc1ccccc1	-2%	i	1%	1%	-9%	i	i	2%	/	i	-1%
Cc1coc2cc3oc(=O)c4c(c3cc12)CCCC4	-5%[11.4 µM]	/	-9%[9.17 µM]	37%[activator][11.4 µM]	-12%[11.4 µM]	/	/	-9%[11 µM]	-1.3%[0.0738 µM]	/	0%
NC(=O)CSc1nnc(-c2ccc(S(=O)(=O)N3CCCC3)cc2)n1Cc1ccco1	-10%	i	1%	6%	2%	i	i	-7%	/	i	0%
CC1=C(C(=O)Nc2ccc(C)cc2)C(c2ccc(N(C)C)cc2)NC(=O)N1 (stereo unspecified)	-1%	/	3%	7%	4%	/	/	-7%	1.4%[9.22 µM]	/	-2%
CN(C(=O)COc1cc(=O)n(C)c2ccccc12)c1ccc(Cl)cc1	-6%	/	6%	?	3%	/	/	-1%	-1.3%	/	0%
Cc1cc(OC2CCCCC2)nc(-c2ccccc2O)n1	-3%[11.4 µM]	/	1%[9.17 µM]	1%[11.4 µM]	-5%[11.4 µM]	/	/	3.2µM*	0.1%[0.0738 µM]	/	-2%
CCc1ccc(-c2nn[nH]n2)cc1	2%	i	-4%	-2%	-4%	?	i	2%	/	i	0%
N#CC1=C(N)Oc2c(oc(CO)cc2=O)C12C(=O)Nc1ccc(Cl)cc12 (stereo unspecified)	-5%	i	6%	6%	9%	i	i	2%	/	i	1%
FC(F)Sc1ccc(Nc2ncnc3nc[nH]c23)cc1	0%	i	-7%	?	4%	i	i	-6%	-0.8%	i	2%
Cc1ccc(CNC(=O)CCc2nc3ccccc3c(=O)[nH]2)cc1	3%	i	0%	-2%	11%	i	i	2%	0.0%[57.5 µM]	i	-3%
FC(F)(F)c1cc(-c2ccccc2)nc(N2CCCCC2)n1	-2%	i	-2%	-29%	0%	i	4.7e-08M*	?	2.3%	i	0%
Cc1noc(/C=C/c2ccco2)c1S(=O)(=O)N1CCC(C(=O)N(C)Cc2ccccc2)CC1	-4%	i	-6%	-28%	-29%	?	?	-8%	-0.7%	i	9%
Cc1nc2ccc(S(=O)(=O)NC(C(=O)N3CCn4c3nc3ccccc34)C(C)C)cc2s1 (stereo unspecified)	2%	/	-4%	8%	?	/	/	-3%[2.3 µM]	-0.1%	/	/
O=C1CCCN1c1ccc(S(=O)(=O)NCc2ccco2)cc1	/	i	/	/	/	i	i	/	/	i	-5%[20.6 µM]
O=C(c1cc(-c2ccccc2)nc2ccccc12)N1CCN(c2ccccn2)CC1	-6%	i	-5%	7%	-6%	i	i	-7%	-0.1%	i	-2%
Cc1ccc(NC(=O)N(CCCN2CCOCC2)Cc2cc3cc4c(cc3[nH]c2=O)OCO4)cc1	0%	i	-2%	?	-10%	?	1.4e-07M*	1%	/	i	-4%
Cn1c(CN2CCCC2)nc2cc(NC(=O)c3ccco3)ccc21	-6%	?	-7%	11%	17%	?	i	-4%	0.4%	i	2%
C=C1CC[C@@H]2[C@](C)(CC[C@@H](O)[C@]2(C)CO)[C@@H]1C/C=C1/C(=O)OC[C@H]1O	-4%	i	-1%	2%	/	i	i	?	/	i	7%[9.22 µM]
Cc1ccc(S(=O)(=O)c2cc3c(=O)n4cccc(C)c4nc3n(CC3CCCO3)c2=N)cc1 (stereo unspecified)	/	i	/	/	/	i	2.5e-08M*	/	/	i	-4%[20.6 µM]
O=C(COc1ncnc2ccc(Br)cc12)N1CCOCC1	3%	i	2%	-2%	4%	?	i	-1%	1.2%[57.5 µM]	i	4%
COc1ccccc1CN(Cc1cc2c(C)ccc(C)c2[nH]c1=O)Cc1nnnn1Cc1ccco1	-5%	i	-1%	-26%	-30%	?	?	-9%	0.1%	i	-1%
Cc1cccc(CS(=O)(=O)Cc2ccc(C(=O)O)o2)c1	-6%	i	-10%	-2%	1%	i	i	-1%	1.1%	i	2%
COc1ccc(CCNC(=O)C2CC2)cc1OC	4%[11.4 µM]	/	0%[9.17 µM]	-1%[11.4 µM]	-1%[11.4 µM]	/	/	-2%[11 µM]	-3.3%[0.0738 µM]	/	-2%
CC(C)CNc1nc(Oc2ccc(=O)n(C)n2)nc(N2CCOCC2)n1	-2%	i	0%	-2%	-15%	i	i	?	-0.5%	i	2%
CCOC(=O)c1c(CN(CC)CC)oc2cc(Br)c(O)cc12	-4%	/	6%	4µM*	?	/	/	-1%[2.3 µM]	0.2%	/	/
CC1CCCC(C)N1C(=O)Nc1cccc(Cl)c1 (stereo unspecified)	-1%	/	-8%	1%	9%	/	/	0%	0.0%[9.22 µM]	/	-2%
COc1nc2c(C)cccc2cc1-c1noc(-c2ccco2)n1	-8%	?	-4%	19%	-8%	i	?	0%	4.8%	i	?
CC(C)(C)C1(c2ccccc2)NC(=O)N(CC(=O)N2CCOCC2)C1=O (stereo unspecified)	-4%	i	6%	9%	0%	?	i	-1%	-3.9%	i	0%
Cc1csc(NC(=O)c2nc3nccc(C)n3n2)n1	-9%	i	3%	-11%	8%	?	i	-9%	0.0%[57.5 µM]	i	1%
COc1cccc(C2CC(=O)Nc3cc4c(cc32)OCCO4)c1OC(C)C (stereo unspecified)	-10%	/	0%	?	-3%	/	/	-13%	0.5%	/	9%
CCOCC(=O)Nc1cccc(NC(C)=O)c1	0%	i	-2%	-4%	3%	i	i	-4%	0.4%	i	1%
COc1ccccc1-c1cc(C(F)(F)F)nc(N2CCN(c3ccccc3)CC2)n1	0%	?	3%	4%	-13%	i	?	-2%	-0.7%	i	-2%

Screening data deposited in PubChem BioAssay by National Center for Advancing Translational Sciences (NCATS).
